# p53 reactivator: qHTS assay for re-activators of p53 using a Luc reporter | H1299 p53-A138V BP100-luciferase reporter, luminescence, 24 h | Potency, µM (highest dose often 92.2 µM), inactives show at the top dose activity change, positive = activation, actives largely listed as activators | actives 0.063% (n = 320,000); also: potency is read from the fitted curve at half-maximal effect; % of control where 0% means no effect; nearly all actives have a fitted effect of over 45% in size
#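 H1299 (p53-null), stable ts p53-A138V + BP100-Luc; 1000 cells/well, Opti-MEM/10% FBS; cpd 4 pt, 1:5; 24 h, 37 deg C, 5% CO2; detection reagent 10 min RT; luminescence.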
# TRPV1 agonist: HTS Assay for Compounds that Act as Agonists of the Vanilloid Receptor 1; activation, % at 8.33 µM; TRPV1-expressing cells, Fluo-8 calcium influx, agonist mode; AID 540275, 2011; actives 0.19% (n = 320,000); Transient receptor potential cation channel subfamily V member 1 (Homo sapiens), Q8NER1; in the data active = activation above about 80%; inconclusive = between about 30% and that limit; also: 0% is about no effect
#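 Cells expressing TRPV1 were dye-loaded with Fluo-8 and read kinetically: 10 s baseline, 3 min after compound (agonist portion), then 2 min after EC20 capsaicin (allosteric enhancer portion). Calcium-bound dye fluorescence at 480/520 nm.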
# a7 integrin act: qHTS for Activators of Integrin-Mediated Alleviation for Muscular Dystrophy; Potency, µM (doses to about 38.3 µM), inactives show at the top dose activation, usual class: activators; alpha7betagal myoblasts, beta-gal FDG fluorescence, 48 h; AID 624291, 2012; actives 0.064% (n = 350,000);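 also: potency is read from the fitted curve at half-maximal effect; 100% = response of the positive control SU9516; nearly all actives have a fitted effect of over 60% in size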
#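 alpha7betagal+/- myoblasts (passage 13, 250/well) treated 48 h at 37C with compounds at 1:260 dilution of DMSO stock. Lysed, then beta-galactosidase activity read as FDG fluorescence (ex 480/em 540) after 30 min, with pre-read for autofluorescence.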
# B2AR arrestin: qHTS assay of beta-arrestin-biased ligands of beta2-adrenergic receptor. Beta-2 adrenergic receptor (Homo sapiens), P07550. beta-arrestin recruitment to beta2AR, cell-based reporter. Potency, µM (highest dose often 46.1 µM), inactives show at the top dose activation, most hits filed as activators. actives 0.02% (n = 330,000). AID 492947, 2010;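 also: potency is read from the fitted curve at half-maximal effect; 0% = DMSO controls and full agonism = EC100 isoproterenol or metaproterenol; nearly all actives have a fitted effect of over 65% in size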
# Target sequence (P07550 whole entry, looked up): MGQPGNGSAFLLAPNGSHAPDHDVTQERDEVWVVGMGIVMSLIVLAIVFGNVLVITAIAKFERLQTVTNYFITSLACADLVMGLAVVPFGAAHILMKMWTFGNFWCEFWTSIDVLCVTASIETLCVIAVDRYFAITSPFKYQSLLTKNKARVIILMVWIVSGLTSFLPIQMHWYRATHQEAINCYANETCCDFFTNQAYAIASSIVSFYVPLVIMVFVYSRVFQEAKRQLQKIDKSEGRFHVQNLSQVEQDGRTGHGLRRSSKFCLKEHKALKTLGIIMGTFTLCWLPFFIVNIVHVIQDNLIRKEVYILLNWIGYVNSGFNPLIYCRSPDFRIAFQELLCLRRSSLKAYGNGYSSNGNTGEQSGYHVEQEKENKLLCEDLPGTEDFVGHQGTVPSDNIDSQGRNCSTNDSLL
# ELG1 genotoxic: qHTS screen for small molecules that induce genotoxicity in human embryonic kidney (HEK293T) cells expressing luciferase-tagged ELG1 | actives 1.3% (n = 330,000) | AID 504466, 2011 | HEK293T ELG1-luciferase reporter, luminescence, 16 h | Potency, µM (series often up to 46 µM), for inactives: at the highest dose activity change, positive = activation, actives largely listed as activators; also: potency is read from the fitted curve at half-maximal effect; % of control where 0% means no effect; nearly all actives have a fitted effect of over 60% in size
#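 DMSO vehicle served as control against compound-treated ELG1-luciferase HEK293T cells; exposure lasted 16 hr at 37 °C and 5% CO2, followed by ONE-Glo luminescence detection after 30 min.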
# USP2a inh: qHTS Assay for Inhibitors of Ubiquitin-specific Protease USP2a Using CHOP2 as the Reporter | USP2 core, Ub-CHOP2 coupled fluorogenic reporter, 485/531 | Potency, µM (top dose mostly 38.3 µM), for inactives: at the top dose activity change, negative = inhibition, hits mostly inhibitors | actives 0.01% (n = 330,000);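 also: potency is read from the fitted curve at half-maximal effect; plate controls were DMSO wells for no effect and full inhibition by NEM control for full effect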
#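 USP2 core (10nM final) preincubated 30min RT with compound in 20mM Tris-HCl pH 8.0, 2mM CaCl2, 2mM beta-mercaptoethanol, 0.05% CHAPS; 25nM Ub-CHOP2 plus 25nM reporter substrate added, fluorescence (Ex485/Em531) read after 60min.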
# ASM inhibitor: Inhibitors of Secretory Acid Sphingomyelinase (S-ASM): qHTS; placental ASM, HMU-PC fluorogenic substrate, 60 min; actives 0.006% (n = 340,000); Potency, µM (series often up to 57.5 µM), without a hit: top-dose activity change, negative = inhibition, usual class: inhibitors; also: potency is read from the fitted curve at half-maximal effect
#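 qHTS format. ASM enzyme prepared from human placenta hydrolyses the fluorogenic substrate HMU-PC0 (9 uM final) over 60 min at 37 °C after a 10 min compound preincubation.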
# PTAP TSG101 blk: qHTS Assay for Iinhibitors of HIV-1 Budding by Blocking the Interaction of PTAP/TSG101; 340,000 tested, under 10 active; AID 493005, 2010; Fluorescence polarization, FITC-PTAP peptide / Tsg101 binding; Potency, µM (series often up to 115 µM), for the others: at the highest dose activity change, negative = inhibition, most hits filed as inhibitors; Tumor susceptibility gene 101 protein (Homo sapiens), Q99816; active = well fitted inhibition curve with a large enough effect in the main read-out, with a control signal flat, not every such curve was filed as active; inconclusive = small, poorly fitted or top-dose-only effect, or effect the other way, or a change in a side signal; inactive = no such curve, though single readings can be large or run the other way; also: potency is read from the fitted curve at half-maximal effect; % of control where 0% means no effect
#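 Compounds were pin-transferred onto Tsg101 binding domain (10 uM final) in HEPES pH 7.5 buffer, then FITC-PTAP peptide was added at 50 nM final. After 20 min at RT, polarization reported peptide displacement across a qHTS concentration series.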
# uPA generation: qHTS for Inhibitors of Cell Surface uPA Generation | actives 0.31% (n = 330,000) | cell surface uPA generation assay, qHTS | AID 540303, 2011 | Potency, µM (top dose mostly 38.3 µM), for the others: at the top dose activity change, negative = inhibition, usual class: inhibitors; active = well fitted inhibition curve with a large enough effect; inconclusive = small, poorly fitted or top-dose-only effect; inactive = no such curve, though single readings can be large or run the other way; tested in mouse RAW 264.7 cells; also: potency is read from the fitted curve at half-maximal effect; % is scaled to controls: 0 for no effect and ±100 for the full control effect; nearly all actives have a fitted effect of over 55% in size
# BRCA1 expr up: qHTS Assay to Identify Small Molecule Activators of BRCA1 Expression; Potency, µM (series often up to 46.1 µM), without a hit: at the highest dose activation, usual class: activators; MCF7-BRCA1-FFLuc reporter, luminescence, 48 h; response scale: scaled: vehicle 0%, 10 µM genistein 100%; actives 1.1% (n = 380,000); also: potency is read from the fitted curve at half-maximal effect; nearly all actives have a fitted effect of over 80% in size; some results filed as inactive show a strong effect at the top dose
#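 Luminescence from a BRCA1-driven firefly luciferase in MCF7 cells was the read-out, taken 15 min after substrate addition following 48 h compound exposure at 37 °C. Data were normalized to a 10 microM genistein control and DMSO vehicle.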
# Eya2 phos inh: qHTS Assay for Inhibitors of the Phosphatase Activity of Eya2; Protein phosphatase EYA2 (Homo sapiens), O00167; recombinant Eya2, OMFP fluorescence dephosphorylation (OMFP is methylfluorescein phosphate); Potency, µM (doses to about 76.9 µM), for the others: top-dose activity, negative = inhibition, hits mostly inhibitors; actives 0.006% (n = 330,000); also: potency is read from the fitted curve at half-maximal effect; % is scaled to controls: 0 for no effect and ±100 for the full control effect
# Target sequence (O00167 whole entry, looked up): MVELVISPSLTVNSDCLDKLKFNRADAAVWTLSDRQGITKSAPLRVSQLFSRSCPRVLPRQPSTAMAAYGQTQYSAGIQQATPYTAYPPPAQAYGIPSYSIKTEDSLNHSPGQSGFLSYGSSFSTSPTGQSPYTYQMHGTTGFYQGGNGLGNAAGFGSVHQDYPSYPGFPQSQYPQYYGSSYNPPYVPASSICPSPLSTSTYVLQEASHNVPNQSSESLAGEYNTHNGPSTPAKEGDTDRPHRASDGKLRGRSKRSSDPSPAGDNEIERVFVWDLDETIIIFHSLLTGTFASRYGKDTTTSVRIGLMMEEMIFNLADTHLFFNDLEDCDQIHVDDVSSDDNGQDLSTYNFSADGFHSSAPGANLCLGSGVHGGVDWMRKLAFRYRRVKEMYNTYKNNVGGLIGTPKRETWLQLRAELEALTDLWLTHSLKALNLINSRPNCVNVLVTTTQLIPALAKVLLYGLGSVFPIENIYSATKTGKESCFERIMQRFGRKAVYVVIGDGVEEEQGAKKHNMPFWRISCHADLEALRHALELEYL
#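 Eya2 (0.2 uM) preincubated 10 min at ambient with compound, then OMFP substrate added at 50 uM; 10 min reaction in 50 mM HEPES pH 7.5, 50 mM NaCl, 5 uM MgCl2, 0.05% BSA, 1 mM DTT. Fluorescence read at Ex 485/Em 525 nm.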
# The depositor's hits bear a star; ? = inconclusive; / = not tested or not shown; [ ] = remark or other dose. Unless noted, calls follow the shape of the dose curve; as a rule, active = well fitted curve in the direction sought with a large enough effect; inconclusive = small, poorly fitted or top-dose-only effect, or another doubt; inactive = no such curve, though single readings can be large; an effect the other way counts as inactive or inconclusive.
SMILES,p53 reactivator,TRPV1 agonist,a7 integrin act,B2AR arrestin,ELG1 genotoxic,USP2a inh,ASM inhibitor,PTAP TSG101 blk,uPA generation,BRCA1 expr up,Eya2 phos inh
CCCn1c(C(C)Nc2nc(-c3ccc(Cl)c([N+](=O)[O-])c3)cs2)nc2ccccc21 (centres undefined),15%,-4,15%,-0.7%,-4%,1%,-15%,-2%,9%,-55%,-18%
CCN(Cc1ccncc1)Cc1ccc(Br)cc1,/,0,-20%,-0.1%,-1%,-2%,-1%,0%,1%,-8%,-14%
O=[N+]([O-])c1ccc(N2CCN(S(=O)(=O)c3cnc[nH]3)CC2)cc1,-3%,3,-21%,-0.2%,0%[9.26 µM],1%,0%,-3%,1%,-6%,0%
COC(=O)C(F)(F)Sc1c(C)[nH]c2ccccc12,-11%,9,-3%,-0.2%,-3%,1%,-2%,-4%,-2%,7%,1%
COc1ccc(N2C(=O)NC(NC(=O)c3cccnc3)(C(F)(F)F)C2=O)cc1 (centres undefined),2%,0,-16%,0.0%,-1%,2%,4%,-1%,9%,-3%,1%
COc1cscc1C(=O)O,3%,-2,15%,-1.1%,0%,8%,2%,1%,9%,1%,?
C=CCNc1sc(C(=O)c2ccccc2)c(N)c1-c1nc2ccccc2s1,18%,1,0%,0.3%,-6%,-1%,-9%,-1%,4%,-12%,-30%
Cc1ccsc1C(=O)NNC(=O)CCN1CCN(c2ccccc2)CC1,-4%,-5,2%,0.5%,-4%,1%,0%,-1%,5%,-6%,10%
Cc1cc(SCC(=O)N2CCCC2=O)nc2ccccc12,-4%,/,-5%,-0.7%,0%,0%,4%,-5%,-1%,-20%,-9%
CC(C)C[C@H](NC(=O)[C@H]1N2C(=O)c3ccccc3C2SC1(C)C)C(=O)N[C@@H](Cc1ccccc1)C(=O)O (some centres undefined),/,-2,-22%,-0.7%,3%,0%,2%,1%,-8%,3%,-4%
O=C(NCC(c1ccco1)N1CCCC1)c1ccc(S(=O)(=O)Nc2ccc(F)cc2)cc1 (centres undefined),-10%,3,-10%,-2.0%,-1%,0%,6%,0%,-6%,-5%,10%
COc1ccc(/C(N)=N/OC(=O)N2CCOCC2)cc1,17%,1,19%,-0.7%,6%,0%,6%,-3%,-10%,-15%,3%
Cc1ccccc1C(=O)Nc1cccc(C(=O)N/N=C/c2ccc3c(c2)OCO3)c1,13%,2,-41%,0.0%,7%,1%,-3%,0%,-11%,35%,-1%
COc1cc(C(=O)NC(C(=O)Nc2cccc(C(C)=O)c2)C(C)C)cc(OC)c1OC (centres undefined),-10%,6,31%,0.1%,0%,-1%,3%,-3%,0%,2%,1%
CCOC(=O)c1cc(C#N)c(N2CCOCC2)nc1-c1ccccc1,-4%,11,14%,-0.2%,-4%,-1%,73%[activator],-2%,7%,11%,-20%
COc1ccc(N2C(=O)C3C4c5ccccc5C(C=Nc5ccc(C)cc5C)(c5ccccc54)C3C2=O)cc1 (centres undefined),/,/,-4%,/,/,/,-3%,-7%,-8%,-55%,/
CCC(C)[C@H](NC(=O)NCc1ccccc1)C(=O)O (some centres undefined),0%,-1,12%[7.66 µM],-0.3%,-3%,-3%,-1%,-14%,/,13%,-11%
c1ccc(-c2csc(Nc3cccnc3)n2)cc1,8%,29,-38%,3.5%,?,-1%,1%,-2%,-11%,52%,-4%
CC(=O)Nc1cccc(C(=O)N(Cc2ccccc2)Cc2ccccc2)c1,-5%,18,9%,-0.9%,-3%,-5%,-1%,-6%,17%,-11%,0%
CCNC(=S)N1CCC(NC(=O)c2ccco2)CC1,2%,-2,1%,-0.3%,2%,4%,-5%,0%,-3%,0%,-1%
Cc1nnc(SCC(=O)Nc2nccs2)s1,11%,0,0%,-0.4%,4%,2%,3%,-3%,3%,0%,-3%
Cc1cc(N2CCN(C)CC2)ccc1NC(=O)c1cccc(S(=O)(=O)N2CCc3ccccc3C2)c1,-3%,-3,-78%[inhibitor],0.0%,3%,-4%,-10%,-3%,-9%,-37%,3%
O=C(Cc1c[nH]c2ccccc12)N1CCN(S(=O)(=O)c2cccc(Cl)c2Cl)CC1,/,?,32%,0.2%,-5%,-2%,-11%,-1%,7%,-16%,-14%
CC(O)CCc1nc2ccc(C(=O)O)cc2[nH]1 (centres undefined),-3%,0,-7%,-0.9%,0%,-2%,6%,-2%,-3%,0%,-5%
COc1ccc(N(CC(=O)NCc2ccc(F)cc2)C(=O)CCC(=O)Nc2ccccn2)cc1,7%,1,-39%,0.1%,0%,2%,-1%,-1%,-4%,-35%,5%
COc1ccc(N(CC(=O)NCCSC2CCCCC2)S(C)(=O)=O)c(OC)c1,-7%,-1,-11%,-0.3%,-5%,-2%,-1%,-9%,/,2%,-3%
O=C(CSc1nc2ccccc2c(=O)n1CC1CCCO1)Nc1ccc(F)cc1 (centres undefined),-2%,?,0%,0.4%,-8%,-1%,-2%,0%,-2%,-25%,-4%
Fc1ccc(NC(=S)N2CCSC2c2cccs2)cc1 (centres undefined),3%,5,4%,0.1%,-2%,4%,3%,2%,5%,-15%,-10%
CCOC(=O)CSc1nnc(C)c(=O)[nH]1,19%,1,27%,-0.1%,2%,-1%,2%,0%,12%,1%,-9%
O=C(COc1ccccc1Cl)Nc1cc(Cl)ccc1O,18%,1,0%,-1.0%,8%,10%,0%,-1%,-12%,-60%,-3%
Cc1cccc(C(=O)OCC(=O)NC2CCCCCCC2)c1,8%,?,19%,0.1%,0%,1%,-2%,-1%,12%,1%,-4%
CNc1nc(N/N=C/c2ccc([N+](=O)[O-])cc2)nc(Nc2ccccc2)n1,5%,-11,16%,0.6%,-3%,0%,?,-2%,-4%,-67%,2%
CCOC(=O)C1CN(S(=O)(=O)c2cccc(C(F)(F)F)c2)c2cc(CC(=O)OC)ccc2O1 (centres undefined),4%,28,13%,-0.6%,-3%,-5%,-9%,-8%,5%,1%,-12%
COc1ccc(CNC(=O)c2c(O)c3cccc4c3n(c2=O)CCC4)cc1,14%,2,8%,-0.5%,-3%,5%,-2%,-1%,0%,-7%,2%
Cc1ccc(CN2[C@@H](c3ccccc3)COCCS2(=O)=O)cc1,/,9,7%,-0.7%,-2%,3%,-2%,-1%,4%,0%,-8%
Cc1ccc(NC(=O)c2ccc3c(c2)CCN3S(C)(=O)=O)c(C)c1,5%,?,11%,-1.2%,1%,-1%,-5%,-1%,12%,25%,4%
Nn1c(Cc2ccc(Br)cc2)n[nH]c1=S,19%,7,?,-0.1%,-4%,3%,-1%,-2%,-1%,0%,2%
O=C(O)C1=C[C@H](c2ccc3c(c2)OCO3)C[C@H](OCc2ccc(CO)cc2)O1,/,/,-27%,/,/,/,-1%,-1%,-21%,-3%,/
Cc1cc[n+](C(C)C(=O)c2ccc(Cl)cc2)cc1 (centres undefined),13%,0,2%,-0.4%,-7%,-2%,-5%,0%,-5%,0%,-12%
COc1ccc(-c2nc(NC(=O)CSc3nnc4ccccn34)ns2)cc1,?,1,1%,-0.5%,-6%,-1%,-4%,-1%,6%,?,-12%
Nn1c(-c2cccs2)nc2sc3c(c2c1=O)CCCC3,?,9,23%,0.0%,2.3µM*,-2%,11%,-1%,-7%,-1%,-6%
Cc1ccc(C)n1-c1ccc(C(=O)NCc2cccnc2)cc1,15%,-2,/,0.2%,?,0%,/,/,/,/,1%

# Three of the entries above in order of their number in TRPV1 agonist, high to low.
Molecule	TRPV1 agonist
Nn1c(-c2cccs2)nc2sc3c(c2c1=O)CCCC3	9
Nn1c(Cc2ccc(Br)cc2)n[nH]c1=S	7
Cc1cc[n+](C(C)C(=O)c2ccc(Cl)cc2)cc1 (centres undefined)	0

# Bioassay records deposited in PubChem BioAssay by National Center for Advancing Translational Sciences (NCATS).
